CHOP UPR activ = activators of apoptotic arm of unfolded protein response (CHOP) | activation, % at 10 µM | CHO-CHOP luciferase reporter, UPR activation, luminescence; percent of tunicamycin response over DMSO baseline | 330,000 compounds, 0.34% hits;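 active = at 10 µM dose, activation of 40% or more, normalized to positive control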;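 also: 100% = tunicamycin at 10 µg/mL and 0% = DMSO alone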
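Evaluation: % reporter activation, DMSO baseline versus tunicamycin full activation; System: CHO-CHOP luciferase reporter cell line; Input: 500 cells/well; Incubation: 6 h compound treatment, 37 °C; Measured by: Steady-Glo luciferase luminescence; Dosing: one dose, 10 µM in 0.5% DMSO; Buffer or medium: F12 medium, 10% FBS; Benchmarks: positive tunicamycin 10 µg/mL, negative DMSO alone.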
APJ agonist = activates the human apelin receptor APJ. activation, % at 20 µM. CHO-K1 APJ PathHunter beta-arrestin, luminescence; 0% DMSO wells, 100% apelin. AID 2520. 330,000 compounds, 0.11% hits;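 active = activation more than six SD over the plate average, tested at 20 µM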;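 also: 0% = DMSO alone and 100% = apelin-13 at 10 nM; some results filed as inactive read as strong as hits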
Target sequence (P35414 whole entry, looked up): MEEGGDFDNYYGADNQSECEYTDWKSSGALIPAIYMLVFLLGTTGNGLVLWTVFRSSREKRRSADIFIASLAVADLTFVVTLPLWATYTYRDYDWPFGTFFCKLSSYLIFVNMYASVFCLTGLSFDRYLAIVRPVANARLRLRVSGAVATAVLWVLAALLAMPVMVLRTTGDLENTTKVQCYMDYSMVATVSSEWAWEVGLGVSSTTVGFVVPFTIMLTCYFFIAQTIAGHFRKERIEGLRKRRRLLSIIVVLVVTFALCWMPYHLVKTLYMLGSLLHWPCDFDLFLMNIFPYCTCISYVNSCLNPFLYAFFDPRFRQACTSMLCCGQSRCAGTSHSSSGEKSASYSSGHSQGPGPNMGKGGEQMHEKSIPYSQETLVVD
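Assay system: CHO-K1 APJ beta-arrestin complementation cell line / Compound: single test compound dose, 20 µM final, 1% DMSO / Times: overnight seeding, 90 min compound at 25 °C, 1 h detection / Technique: beta-gal luminescence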
tim23-1 inh = inhibits growth of tim23-1 mutant yeast. inhibition, % at 20 µM. 330,000 compounds, 1.3% hits. S. cerevisiae tim23-1 growth, BacTiter-Glo luminescence, 24 h. AID 463212;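 active = growth inhibition of the mutant yeast at or above 50%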;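 also: temperature-sensitive mutant grown at 25 °C; plate controls were DMSO-treated mutant yeast for no effect and medium wells lacking yeast for full effect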
Mdm2 MdmX PPI = inhibitors of human Mdm2/MdmX interaction; O15151+Q00987; 330,000 compounds, 3% hits; inhibition, % at 8 µM; SaOS-2 split-luciferase Mdm2/MdmX complementation, luminescence;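 active = inhibition of at least 50% at 8 µM in the primary screen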
NR3A LBD binder = modulates the human NR3A ligand-binding domain; NR3A LBD differential scanning fluorimetry, Tm shift; 0% = protein alone, 100% = glycine-bound protein; AID 1259313; 340,000 compounds, 2.5% hits; Tm shift relative to glycine control, % at 25 µM;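 active = melting temperature shift of at least 10% of the positive control shift, at one fixed dose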
TIM10 inh = growth inhibitors of TIM10 yeast strain. S. cerevisiae TIM10 strain growth, BacTiter-Glo luminescence, 24 h. inhibition, % at 10 µM. 330,000 compounds, 1.4% hits;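 active = inhibition of 40% or more at the single tested concentration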;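 also: wild-type TIM10 isogenic control strain grown at permissive 25 °C; 0% = DMSO yeast wells and 100% = minimal medium wells without yeast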
UPR XBP1 act = adaptive UPR (XBP1) activation | 330,000 compounds, 0.33% hits | activation, % at 20 µM | CHO-XBP1 luciferase reporter, IRE1-XBP1 UPR activation, luminescence; percent of tunicamycin response, DMSO as zero;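 active = versus positive control, 20 µM dose yields 30% or more activation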;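 also: 100% = tunicamycin at 10 µg/mL and 0% = DMSO only wells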
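Material: CHO-XBP1 cells stably carrying IRE1-XBP1-driven luciferase reporter | Medium: F12 with 10% serum | Compound dosing: 20 µM single concentration, DMSO 1% | Incubation: Overnight seeding at 37 °C, 6 h compound treatment at 37 °C | Detection: Steady-Glo luminescence read | Read-out basis: % activation of reporter signal versus tunicamycin and DMSO controls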
NLRP3 yeast inh = inhibitors of NALP3 inflammasome in yeast | Yeast reconstituted NLRP3/ASC/caspase-1, beta-gal luminescence, 24 h | inhibition, % at 10 µM | 330,000 compounds, 0.39% hits | AID 2825;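 active = inhibition of 50% or more; inactive = inhibition below 50%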;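 also: plate controls were induced DMSO wells for no effect and uninduced yeast grown without galactose for full effect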
tim10-1 inh = inhibits growth of tim10-1 mutant yeast. AID 463190. S. cerevisiae tim10-1 ts strain growth, BacTiter-Glo, 24 h. inhibition, % at 20 µM. 330,000 compounds, 2.2% hits;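 active = inhibition of at least 40%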;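 also: mutant grown at 25 °C; 0% = DMSO wells with yeast and 100% = wells holding no yeast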
* hit, by the source's call; x = no result given.

Assay codes: A = CHOP UPR activ; B = APJ agonist; C = tim23-1 inh; D = Mdm2 MdmX PPI; E = NR3A LBD binder; F = TIM10 inh; G = UPR XBP1 act; H = NLRP3 yeast inh; I = tim10-1 inh
CN(CC(=O)NCCN1CCN(c2ccccc2)CC1)S(=O)(=O)c1ccc2c(c1)CCC(=O)N2
  A = -2.1	B = -2	C = -17	D = 13	E = -1	F = -15	G = 2	H = -1	I = -13

O=C(Nc1c(Cl)ccc2nsnc12)c1ccco1
  A = -2.4	B = -1	C = -3	D = 37	E = -1	F = 6	G = 1	H = -1	I = 1

CCCCC(CC)CNC(=O)C1CC=CCC1C(=O)O (centres undefined)
  A = 2.3	B = -3	C = 12	D = -6	E = -1	F = -6	G = -4	H = 6	I = 8

CC(C)NC(=O)Nc1cccc2c1O[C@H](CN(C)C(=O)Nc1ccc(C(F)(F)F)cc1)[C@@H](C)CN([C@H](C)CO)C2=O
  A = 2.9	B = -2	C = 9	D = 24	E = 2	F = -2	G = -3	H = 7	I = -1

CCn1c(=O)cc(SCC(=O)Nc2cc(OC)c(OC)c(OC)c2)c2ccccc21
  A = -1.5	B = 2	C = 1	D = 53*	E = -1	F = 0	G = 4	H = 9	I = 13

O=C(C1CCN(S(=O)(=O)c2cccnc2)CC1)N1CCN(c2ccccc2Cl)CC1
  A = -0.8	B = 0	C = 23	D = 9	E = -1	F = 1	G = -3	H = -4	I = 13

COCCNC(=O)C(=O)NNC(=O)c1ccccc1OC
  A = -0.1	B = -4	C = -1	D = -7	E = 1	F = 15	G = -3	H = 13	I = -5

CCN(CC)S(=O)(=O)c1ccc(N2CCOCC2)c(NC(=O)c2ccc(F)cc2)c1
  A = 1.0	B = 0	C = 20	D = 6	E = -1	F = 3	G = -4	H = 17	I = 21

Cc1cc(C)cc(NC(=O)C(Sc2ncnc3ccccc23)c2ccccc2)c1 (centres undefined)
  A = 1.5	B = -1	C = 9	D = 4	E = -5	F = 14	G = -3	H = -1	I = 23

O=C(NNC(=O)c1ccc2c(=O)n3c(nc2c1)CCC3)c1ccc(F)cc1
  A = 0.1	B = 0	C = -1	D = 12	E = 2	F = -9	G = -6	H = 11	I = -8

Cc1ccc(S(=O)(=O)N(C)c2ccc(C(=O)N(CC(C)C)C3CCS(=O)(=O)C3)cc2)cc1 (centres undefined)
  A = 0.2	B = -1	C = -8	D = 41	E = -2	F = -6	G = 0	H = 15	I = -11

COC(=O)c1[nH]c2ccc(C)cc2c1NC(=O)CCN1CCN(C2CCCCC2)CC1
  A = 1.4	B = -4	C = -1	D = 22	E = x	F = 6	G = -1	H = -3	I = 0

CCOc1ccc(-c2cc(C(=O)N/N=C(\C)c3cccnc3)c3ccccc3n2)cc1
  A = 5.0	B = 14	C = 15	D = 2	E = 4	F = 19	G = 3	H = 18	I = 15

CCOc1ccc(CCNC(=O)C2CCCN(C(=O)N(C)C)C2)cc1OCC (centres undefined)
  A = 0.0	B = -5	C = 15	D = 18	E = 2	F = 18	G = 0	H = 11	I = 13

CC(NC(=O)c1cccc(OC2CCN(C3CCN(C)CC3)CC2)c1)c1ccccc1 (centres undefined)
  A = 1.7	B = 3	C = -27	D = 8	E = -1	F = -10	G = -4	H = 8	I = -8

CC(C)Cn1c(N)c(C(=O)COC(=O)c2ccc3c(c2)OCCO3)c(=O)n(C)c1=O
  A = 0.2	B = 7	C = 27	D = 23	E = 0	F = 20	G = 0	H = 6	I = 32

O=C(NNC(=O)c1sc2cccc(Cl)c2c1Cl)NC1CCCCC1
  A = -2.0	B = 3	C = -3	D = -4	E = -7	F = 9	G = -1	H = 17	I = -10

Cc1ccc(C)c(-c2ccc(=O)n(Cc3c(F)cccc3Cl)n2)c1
  A = 0.1	B = -3	C = 8	D = 10	E = -4	F = -54	G = 4	H = 35	I = -6

O=C(CN1CCC(NC(=O)Nc2ccccc2-c2ccccc2)CC1)NCc1ccco1
  A = -1.4	B = -2	C = -9	D = 11	E = 2	F = 6	G = -1	H = 8	I = 1

COc1cc(N/C(N)=N/c2nc(C)cc(C)n2)cc(OC)c1
  A = -0.5	B = -4	C = -10	D = 20	E = 0	F = 5	G = -2	H = -8	I = -18

COc1ccc(-n2c3c(c(=O)[nH]c2=O)C(C(F)(F)F)(C(F)(F)F)N=C(CC(C)C)N3)cc1
  A = -0.9	B = -3	C = 16	D = 10	E = -1	F = -13	G = 1	H = 8	I = 3

Cc1cc(Br)ccc1SCC(=O)OCC(=O)N1CCN(C(=O)c2ccco2)CC1
  A = -1.8	B = -5	C = 18	D = -8	E = 1	F = -2	G = -1	H = 9	I = 19

NC(=O)C(NC(=O)OCc1ccccc1)c1ccccc1 (centres undefined)
  A = -0.6	B = 4	C = 12	D = -17	E = 1	F = -4	G = 2	H = 3	I = 12

Cn1cnnc1Sc1ccc(CN2CCN(C3CCCC3)C(CCO)C2)o1 (centres undefined)
  A = -1.4	B = -2	C = 18	D = 9	E = -1	F = 6	G = -3	H = 8	I = 3

Cc1cc(-c2ccccc2)nc(SCC(=O)N2CCCC2)n1
  A = -1.8	B = -1	C = 9	D = 12	E = -1	F = -4	G = -3	H = 8	I = 7

COCCNC(=O)CN1CCN(S(=O)(=O)c2ccc3c(c2)CCCC3)CC1
  A = -0.7	B = 0	C = 14	D = -13	E = 0	F = 4	G = 0	H = 11	I = 17

N=c1c(C(=O)NCc2ccc3c(c2)OCO3)cc2c(=O)n3ccccc3nc2n1Cc1cccnc1
  A = 0.3	B = -3	C = -5	D = -3	E = -1	F = -12	G = 0	H = 4	I = 2

Cc1cc(N=Cc2c(O)n(-c3cccc(C(F)(F)F)c3)c(=O)c3ccccc23)no1
  A = 2.6	B = -2	C = 20	D = 37	E = -2	F = 21	G = 3	H = 13	I = 13

O=C(COC(=O)CNS(=O)(=O)c1cc(C(F)(F)F)ccc1Cl)NC1CC1
  A = -1.5	B = -2	C = 1	D = -5	E = -1	F = 11	G = -1	H = 3	I = -13

CCC1CCCCN1C(=O)CSc1nc2ncccc2[nH]1 (centres undefined)
  A = 0.2	B = 2	C = 17	D = 3	E = 3	F = 7	G = -4	H = 8	I = 9

Cc1cccc(Nc2nc(Cl)ncc2F)c1C
  A = 1.2	B = 0	C = -7	D = 13	E = 0	F = -4	G = -2	H = 25	I = 10

Oc1ccccc1-c1cc(C(F)(F)C(F)F)[nH]n1
  A = 0.9	B = 2	C = 20	D = -32	E = -3	F = 13	G = 2	H = 13	I = 29

CCOC(=O)c1nn(-c2ccc(OCC)cc2)c2nc(-c3cccc(OC)c3)c(C#N)c(=O)n12
  A = 0.6	B = -1	C = -14	D = 11	E = 7	F = -3	G = -1	H = 12	I = 9

COc1ccc(NC(=O)C23CC4CC(C2)CC(c2ccccc2)(C4)C3)c(OC)c1
  A = -1.9	B = 0	C = 22	D = -2	E = 3	F = 6	G = 0	H = 7	I = 30

COCCCn1c(SCc2nnc(-c3ccccc3)o2)nc2sc3c(c2c1=O)CCC3
  A = -0.1	B = -6	C = -11	D = 6	E = -1	F = 2	G = 0	H = 7	I = 35

Cc1cccc(CC(=O)Nc2sc(C(C)C)cc2C(=O)N2CCOCC2)c1
  A = 0.5	B = -3	C = 13	D = 24	E = -1	F = 3	G = -9	H = 11	I = 10

CCC(=O)c1ccc(OCC(O)CNC2CCCC2)cc1 (centres undefined)
  A = 0.8	B = -2	C = 7	D = -11	E = -1	F = 14	G = 0	H = 14	I = 1

CCOc1ccc(/C=N/NC(=O)CSc2ccccn2)cc1O
  A = 0.0	B = 2	C = 7	D = -21	E = -2	F = 1	G = -2	H = -13	I = 2

O=S(=O)(c1ccc(NC(=S)NC2CC2)cc1)N1CCOCC1
  A = -0.9	B = 0	C = 8	D = 20	E = 1	F = -9	G = -2	H = 13	I = -7

CCC(C)(C)NC(=O)CN(Cc1ccc(OC)cc1)C(=O)CCC(=O)Nc1nccs1
  A = 0.6	B = -2	C = 19	D = 0	E = -2	F = -4	G = -4	H = 7	I = 26

Copied from the list:
tim23-1 inh, COCCCn1c(SCc2nnc(-c3ccccc3)o2)nc2sc3c(c2c1=O)CCC3 reads -11
Mdm2 MdmX PPI, Oc1ccccc1-c1cc(C(F)(F)C(F)F)[nH]n1 reads -32

Next section:
Assay codes: A = CHOP UPR activ; B = APJ agonist; C = tim23-1 inh; D = Mdm2 MdmX PPI; E = NR3A LBD binder; F = TIM10 inh; G = UPR XBP1 act; H = NLRP3 yeast inh; I = tim10-1 inh
CCc1cccc2c(C(=O)CSc3nncn3-c3ccc(OC)cc3)c[nH]c12
  A = -0.5	B = -1	C = 6	D = -3	E = -5	F = 18	G = -1	H = 10	I = 20

Cc1ccc(S(=O)(=O)NC(CCc2ccccc2)CC(=O)C(C)(C)C)cc1 (centres undefined)
  A = -2.4	B = -5	C = 18	D = 4	E = -10	F = 0	G = 0	H = 34	I = 6

COc1cc(-c2cc(C(=O)NCc3ccc(S(N)(=O)=O)cc3)c3ccccc3n2)cc(OC)c1OC
  A = -1.6	B = 0	C = -6	D = 24	E = -6	F = 7	G = -3	H = 14	I = -20

O=C(CC1CCCCC1)NCCCN1CCOCC1
  A = 0.5	B = -2	C = 6	D = -17	E = -5	F = 13	G = 0	H = 9	I = 4

Cc1ccc(-c2nnc(SCC(=O)N/N=C/c3ccccc3C(=O)O)n2-c2ccc(C)cc2)cc1
  A = 0.7	B = -1	C = 12	D = 6	E = -2	F = 18	G = -5	H = 3	I = 3

COc1ccc(NC(=O)Cc2c(F)c(F)c(F)c(F)c2F)cc1OC
  A = 0.2	B = 0	C = 13	D = 13	E = 4	F = -21	G = 0	H = 9	I = -7

COc1ccc(CNC(=O)C2CCN(S(C)(=O)=O)CC2)c(OC)c1
  A = 1.8	B = -4	C = 5	D = 11	E = 1	F = 6	G = 1	H = 17	I = 2

CCN(CC)C(=O)CSc1nc2c(sc(=S)n2-c2ccccc2)c(=O)n1Cc1ccco1
  A = 0.0	B = -3	C = -10	D = 2	E = -6	F = -16	G = 0	H = 13	I = -13

C/C(=N\Nc1nncc2ccccc12)c1ccc(OCC(=O)N(C)C)cc1
  A = 3.7	B = 0	C = 11	D = -29	E = -1	F = -29	G = 3	H = 9	I = 6

Cc1ccccc1NC(NC(=O)c1cccs1)C(Cl)(Cl)Cl (centres undefined)
  A = -2.6	B = -1	C = 31	D = 6	E = 0	F = 47*	G = -7	H = -1	I = 43*

Cc1ccc(C(=O)N2CCc3ccccc32)cc1
  A = 2.3	B = -4	C = 23	D = -38	E = 1	F = 17	G = -3	H = 28	I = 21

Cc1ccc(C)c(S(=O)(=O)NCc2ccc(C(=O)N3CCC(Cc4ccccc4)CC3)cc2)c1
  A = 0.8	B = -3	C = 8	D = 36	E = 1	F = 21	G = -1	H = 7	I = 25

COC(=O)C1[C@H]2C(=O)N(Cc3cccs3)C[C@]23C=C[C@H]1O3 (some centres undefined)
  A = -2.2	B = -5	C = -3	D = 1	E = 2	F = 16	G = 3	H = 11	I = 8

COc1ccc(CN2CCNC(=O)C2CC(=O)NC2CCCCCC2)c(C)c1C (centres undefined)
  A = -0.2	B = -2	C = 2	D = 18	E = -2	F = 9	G = -5	H = 13	I = 2

CCOC(=O)C1C(C(=O)Nc2cccc(C(F)(F)F)c2)C1C(=O)NC(C)C (centres undefined)
  A = 0.6	B = -3	C = 9	D = 9	E = 0	F = -1	G = -4	H = 14	I = -7
